High-throughput results as filed in PubChem.
Lipid storage S3 – qHTS Assay for Lipid Storage Modulators in Drosophila S3 Cells. Drosophila S3 cells, BODIPY lipid droplet fluorescence, 18-24 h; cells fed with added oleic acid. lipid storage change, negative = inhibition, % at the top dose, mostly 46.1 µM; hits show Potency in µM. 320,000 compounds, 0.64% hits; active = well fitted inhibition curve with a large enough effect in the signal ratio, with a control signal flat, not every such curve was filed as active; inconclusive = small, poorly fitted or top-dose-only effect, or effect the other way, or a change in a side signal; the % refers to the signal ratio
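Drosophila S3 cells loaded with oleic acid (400 uM, as added) and compounds at several concentrations; lipid droplets imaged by 488-nm laser-scanning cytometry, 500–530 nm intensity and object ratio to cell channel. Percent activity normalized to 20 uM Triacsin C.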
Lipid storage S3 cell count max – recorded beside Lipid storage S3, whose call it bears; cell number change, %; measured here: cell count max response;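 cells counted by Cell Tracker Red CMTPX staining in the red channel; peak over a dose series mostly up to 46.1 µM; percent activity relative to internal control wells on each plate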
An asterisk follows results filed as active; i = inactive; ? = inconclusive; nt = no result given; [ ] = another dose, or the depositor's remark. % is scaled to controls: 0 for no effect and ±100 for the full control effect; potency is read from the fitted curve at half-maximal effect.

molecule | Lipid storage S3 | Lipid storage S3 cell count max
CC(=O)Nc1ccc(/C=N/N2CCCCC2)cc1 | ? | nt
O=C(NC1CCCC1)c1ccc(COc2ccccc2Br)o1 | ? | nt
CC(C)CCNC(=O)[C@H](Cc1ccccc1)N1Cc2ccccc2C1=O | 1.2% | 6.8
COc1cc(CNCCN2CCOCC2)ccc1OCc1c(Cl)cccc1Cl | ? | nt
O=C(Nc1nccs1)C1CC=CCC1C(=O)OCC(F)(F)C(F)F (centres undefined) | ? | nt
Cc1sc2nc(-c3ccccc3)[nH]c(=O)c2c1-c1ccccc1 | 6.2% | 0.4
O=C(/C=C/c1cccs1)Nc1cccc(NC(=O)/C=C/c2cccs2)n1 | -8.7% | -16.4
Cc1cc(C)n(-c2ccc(Cl)c(C(=O)NCc3ccccc3)n2)n1 | 8.8% | nt
O=C(NCc1ccco1)C1CCN(S(=O)(=O)N2CCC3(CC2)OCCO3)CC1 | ? | nt
Cc1cc(C(N)=O)c2cc(Br)ccc2n1 | ? | nt
Cc1cc(C)nc(NS(=O)(=O)c2ccc(NS(=O)(=O)c3ccccc3)cc2)n1 | ? | nt
COC(=O)C1=C(C)N(Cc2ccccc2)C(=S)N[C@H]1CCc1ccccc1 | 22.8% | 2.0
CCOC(=O)CCc1nc2ccccc2[nH]1 | ? | nt
CCOC(=O)N1CCC(NCCNC(=O)c2ccc(Cl)cc2)CC1 | i | nt
CCCCCc1ccc(C(=O)CCCC)c(=S)[nH]1 | 4.2% | 3.4
C#Cc1ccc(CN2CCC(Oc3cc(C(=O)NC4CC4)ccc3OC)CC2)cc1 | ? | nt
CC(C)c1ccc(OCC(=O)NC(C)c2ccccc2)cc1 (centres undefined) | -29.5% | -6.3
O=S(=O)(c1ccc(F)c(F)c1)N1CCN(c2ccccn2)CC1 | ? | nt
Cc1ccccc1NC(=S)N(CCN1CCOCC1)Cc1ccccc1F | ? | nt
Cc1ccc(NC(=O)CSc2nncn2N)cc1C | ? | nt
O=C(N/N=C/c1ccncc1)c1ccccc1 | 4.5% | 5.3
NC(=NCCc1ccccc1)NS(=O)(=O)c1ccc2ccccc2c1 | 22.3% | 16.9
COCC(C)n1c(SCC(=O)N2CCc3ccccc3C2)nc2ccccc2c1=O (centres undefined) | ? | nt
C=CCNc1nc(N)c(C(=O)Nc2cc(C)on2)s1 | ? | nt
COc1ccc(CP(=O)(c2ccccc2)c2ccccc2)cc1 | 9.2% | 15.8
CCC(C)NC(=O)C(=O)NCc1ccccn1 (centres undefined) | 1.0% | 4.8
CCCCN1C(=O)c2ccc(C(=O)NCc3ccco3)cc2C1=O | -26.2% | -2.4
Cc1ccc(-c2nn3c(C)nnc3s2)cc1NC(=O)c1cccnc1 | 18.2% | 0.5
O=C(CNC(=O)c1ccc([N+](=O)[O-])cc1)c1ccccc1 | 8.7% | 1.8
CC1=CC(C)(C)Nc2ccc(OC(=O)CN3C(=O)c4cccc5cccc(c45)C3=O)cc21 | ? | nt
CC(C)(C)N(Cc1ccccc1)C(=O)COC(=O)C1=NN(c2ccccc2)C(=O)CC1 | ? | nt
CCN(C(=O)CN1C(=O)S/C(=C\C=C\c2ccccc2)C1=O)C1CCS(=O)(=O)C1 (centres undefined) | i | 22.5
O=C(N/N=C/c1ccco1)c1ccc(C(=O)N/N=C/c2ccco2)o1 | ? | nt
COc1ccc(S(=O)(=O)NC2CCSc3ccccc32)cc1OC (centres undefined) | ? | nt
Fc1ccccc1CCNc1c2c(nc3ncnn13)CCCC2 | 9.0% | 2.3
COc1cc(C2C(C#N)=C(N)Oc3cc(C)oc(=O)c32)cc(OC)c1OC (centres undefined) | 5.9% | 18.9
CC(=O)N/C(=N/c1nc(C)cc(C)n1)Nc1cccc(C)c1 | 14.2% | 10.4
COc1ccccc1-c1cc(C(=O)Nc2cc(C)n(Cc3ccc(Cl)cc3)n2)no1 | 1.5% | -13.8
CCOc1ccccc1CN1CCN(CCCc2ccccc2)CC1CCO (centres undefined) | -13.1% | 4.4
COc1ccc(C(=O)NCCOc2cccc(OC)c2)cc1 | 14.8% | 26.7
CCCCOC(=O)Nc1nnc(COc2ccccc2)s1 | 8.5% | -19.4
CCc1cc2c(=O)c(-c3cscn3)coc2c(CN(C)C)c1O | ? | nt
Cn1c(=O)oc2cc(S(=O)(=O)Nc3ccccc3)ccc21 | -3.7%[9.22 µM] | -3.0
COc1ccc(-n2c(O)c(C=NCC(c3ccco3)N3CCCC3)c3ccccc3c2=O)cc1OC (centres undefined) | ? | nt
Cc1ccc(C)c(NC(=S)NC(NC(=O)N(C)C)C(Cl)(Cl)Cl)c1 (centres undefined) | ? | nt
COc1nccnc1NS(=O)(=O)c1ccc(N=Cc2c(C)[nH]n(-c3ccc(Cl)cc3)c2=O)cc1 | -41.1% | nt
COc1cc(C(=O)OC(C)c2ccc(F)cc2)ccc1OCC(=O)N1CCOCC1 (centres undefined) | 15.8% | 10.1
O=C(CCNS(=O)(=O)c1ccccc1C(F)(F)F)N1CCN(S(=O)(=O)c2cccc(F)c2)CC1 | ? | nt

Compound profiles, from the list above.
Cc1ccc(C)c(NC(=S)NC(NC(=O)N(C)C)C(Cl)(Cl)Cl)c1 (centres undefined) is entered as Lipid storage S3 = ?; Lipid storage S3 cell count max = nt
CCc1cc2c(=O)c(-c3cscn3)coc2c(CN(C)C)c1O is entered as Lipid storage S3 = ?; Lipid storage S3 cell count max = nt
Cn1c(=O)oc2cc(S(=O)(=O)Nc3ccccc3)ccc21 is entered as Lipid storage S3 = -3.7%[9.22 µM]; Lipid storage S3 cell count max = -3.0

Carrying on.
molecule | Lipid storage S3 | Lipid storage S3 cell count max
O=C1CCCC(=O)N1c1ccc(N2CCN(c3ccc([N+](=O)[O-])cc3)CC2)c([N+](=O)[O-])c1 | 20.6µM* | -26.2*
COc1ccc(C(=O)N(C)C2CCN(C)CC2)cc1S(=O)(=O)Nc1cc(Cl)ccc1Cl | -1.8% | 19.7
Cn1cnc2cc(NCc3ccc(Cl)cc3)ccc21 | ? | nt
C#CCOCCOCCOCCNc1nc(N2CCN(C(=O)[C@H]([C@@H](C)CC)n3cc([C@@H](N)CO)nn3)CC2)nc(N2CCN(C(=O)[C@H](Cc3ccc(O)cc3)n3cc([C@@H](N)CC(C)C)nn3)CC2)n1 | -8.4% | 1.1
CCOC(=O)N1CCN(C(=O)c2cc(OCC)c(OCC)c(OCC)c2)CC1 | ? | nt
COC(=O)CSc1ccc(S(=O)(=O)N2CCCCCC2)cc1[N+](=O)[O-] | 12.9% | 7.1
O=C(COc1ccccc1)Nc1nnc(-c2ccc(Cl)cc2)o1 | 26.6% | nt
COCCN1Cc2cccc(C(=O)Nc3cccc(-c4nc5ccccc5[nH]4)c3)c2C1=O | ? | nt
CCc1sc(C(=O)N2CCc3ccccc32)cc1C | ? | nt
CC1(C)CC(=O)C2=C(C1)N(c1cccc(O)c1)C1=C(C2)C(=O)CC(C)(C)C1 | i | 24.1
CC(C)C(=O)N1CCC(n2nccc2NC(=O)CCc2ccccc2)CC1 | ? | nt
O=S(=O)(/N=C/c1c(O)ccc2ccccc12)c1cccs1 | i | nt
COc1cc2nc(CN3CCN(c4ncc(C(F)(F)F)cc4Cl)CC3)[nH]c(=O)c2cc1OC | ? | nt
O=C(C(Cl)Cl)N1CCN(c2ccccn2)CC1 | ? | nt
O=C1N(c2ccc(Cl)cc2)C(c2ccccc2)N2CCCN12 (centres undefined) | -5.4% | -0.1
Cc1ccc(-c2nnn(CC(=O)N3CCN(c4nc5ccccc5s4)CC3)n2)cc1 | ? | nt
O=C(O)c1ccc(OCc2ccc(C(=O)O)o2)cc1 | ? | nt
COc1cccc(OCC(=O)NC2CCS(=O)(=O)C2)c1 (centres undefined) | ? | nt
O=C(COC(=O)c1c(Cl)cccc1Cl)Nc1cccc(S(=O)(=O)NC2=NCCCCC2)c1 | ? | nt
c1ccc(-c2ccccc2-n2cnnn2)cc1 | ? | nt
O=[N+]([O-])c1cccc(N/N=C/c2cccc(O)c2O)c1 | ? | nt
O=C(Cn1c2[n+](c3ccccc31)CC(O)CS2)c1ccccc1 (centres undefined) | 24.5% | 5.7
Cc1ccc(S(=O)(=O)NCc2ccccc2)cc1 | ? | nt
Cc1ccc(NC(=S)NC(NC(=O)c2ccco2)C(Cl)(Cl)Cl)cc1 (centres undefined) | i | -13.4
O=C1COc2ccc(C(=O)CSc3ccccc3C(=O)O)cc2N1 | 13.1% | 8.3
CCc1ccccc1NC(=O)CNC(=O)CCc1nc2sc3c(c2c(=O)[nH]1)CCCC3 | -20.5% | nt
Cn1c(/C=C/c2ccccc2)nc2ccccc21 | ? | nt
C(=N\c1nccs1)/c1c[nH]c2ccccc12 | ? | nt
CCN1C(=NCc2cc(OC)c(OC)c(OC)c2)N[C@@H](c2ccccc2)[C@H](C(=O)OC)[C@H]1C | ? | -1.6
Cn1c(=O)c(NCCc2ccccc2)c2c3c(cccc31)C(=O)c1ccccc1-2 | ? | nt
CCCCC1CCCC12NC(=O)NC2=O (centres undefined) | 9.7% | 9.6
Cc1cc(C)c(NC(=O)CNC(=O)COC(=O)C2=COCCO2)c(C)c1 | i | 12.7
c1csc(Cc2nc3ccccc3[nH]2)c1 | i | nt
NC(=O)c1ccc(NC(=O)c2ccc(CN3CCOCC3)cc2)cc1 | ? | nt
Cc1nn(C)c(C)c1S(=O)(=O)N(CC(=O)NCCCN1CCC(C)CC1)c1ccc(C(C)C)cc1 | ? | nt
COc1ccc(-n2c(C)c(C(C)=O)c3cc(O)ccc32)cc1 | i | nt
CCCc1nc2ccccc2c(NC(=O)CN(CC)CC)c1CC | -5.1% | -3.6
Cc1ccsc1CN1CCN(c2ccccn2)CC1 | 10.6% | 20.5
O=C(Oc1nsnc1N1CCOCC1)N1CCOCC1 | ? | nt
S=C(Nc1ccccc1)N1CCN(C(=S)Nc2ccccc2)CC1 | ? | nt
Cc1ccc(C)c2[nH]c(=O)c(CCNC(=O)CC(C)(C)C)cc12 | ? | nt
CCCS(=O)(=O)Nc1c(C(=O)O)[nH]c2ccc(OC)cc12 | -0.9% | 4.6
O=C1COc2ccc(C(=O)COC(=O)c3ccccc3[N+](=O)[O-])cc2N1 | 0.1% | 0.1
Cc1cc(C)nc(N2CCC(C(=O)NCCc3ccccc3)CC2)n1 | ? | nt
Cc1cc(C)c2nc(SCC#N)cc(C)c2c1 | ? | nt
Oc1ccc(C=Nc2ccccc2-c2nc3ccccc3[nH]2)cc1 | 14.6% | 0.9
Cc1noc(C)c1COC(=O)CCCc1c[nH]c2ccccc12 | ? | nt
Cc1ccc(NC(=O)c2cncc(Br)c2)c(O)c1 | ? | nt
O=C1c2ccc(-c3ccc4c(c3)C(=O)N(CCCO)C4=O)cc2C(=O)N1CCCO | ? | nt
O=C(c1ccccc1)N1CCN(C2CCCCC2)CC1 | 2.0% | 7.9
CCn1c(SCC(=O)Nc2cc(C)on2)nnc1-c1cccc(C)c1 | ? | nt
O=C(Nc1ccc(Cl)cc1)[C@@H]1[C@@H]2C(=O)N(c3ccc(Cl)cc3Cl)C(=O)[C@@H]2[C@H]2C=CC=NN21 | ? | nt
COc1cccc(C2=NOC(C(=O)Nc3c(C)n(C)n(-c4ccccc4)c3=O)C2)c1 (centres undefined) | ? | nt
CC(=O)NC1(C(=O)O)CCCC1 | ? | nt
O=C(O)CCc1[nH]c2ccccc2c1Sc1ccccc1 | -13.9% | -3.8
Cc1ccc(S(=O)(=O)NCc2ccccc2)cc1C(=O)N(C)CC(=O)Nc1c(Cl)cccc1Cl | i | nt

(continued)
molecule | Lipid storage S3 | Lipid storage S3 cell count max
CSc1nsc(SC)c1C(=O)O | ? | nt
Cc1ccc(O)c(C(CC(=O)NCc2cccnc2)c2ccccc2)c1 (centres undefined) | ? | nt
C#CCSc1nc2ccccc2n1C(=O)c1ccc(S(=O)(=O)N2CCCCC2)cc1 | ? | nt
COc1cc2c(C#N)c(N3CCCCC3)nc(N)c2c(N)n1 | 23.1% | -8.1
Cc1ccc(C)c(N2CCN(C(=O)Cn3ncc4c([nH]c5ccc(C)cc54)c3=O)CC2)c1 | ? | nt
COCc1cc(C)nc(OCC(=O)N/N=C/c2ccc(C)cc2)c1C#N | 11.5% | 10.3
O=C(Nc1ccc(F)cc1)N1CCOCC1 | 20.6µM* | -6.9*
Cc1occc1-c1nnc(SCC(=O)N2CCCc3ccccc32)n1Cc1ccco1 | ? | nt
COc1ccccc1N1CCN(C(=O)c2ccccc2Oc2ccccc2)CC1 | ? | nt
Cc1ccc(S(=O)(=O)NC(CC(C)C)C(=O)N2CCOCCOCCOCC2)cc1 (centres undefined) | 11.8% | -16.7
CCN(CC)S(=O)(=O)c1ccc(NC(=O)c2cccs2)cc1 | i | 2.9
COc1cccc(NC(=O)CC(=O)c2ccccc2)c1 | ? | nt
CC(CCc1ccccc1)NCc1cccc2ccccc12 (centres undefined) | i | 15.1
Cn1cc(S(=O)(=O)N2CCN(C(=O)c3ccco3)CC2)c(=O)n(C)c1=O | ? | nt
CC(=O)c1c(C)[nH]c(C(=O)OCc2c(F)cccc2Cl)c1C | 12.5% | 14.4
CC(C)OC(=O)c1sc2nc(-c3ccccc3)ccc2c1N | ? | nt
CCOC(=O)c1cccc(NC(=O)/C=C/c2ccc([N+](=O)[O-])cc2)c1 | ? | nt
Cc1ccc(-c2nn(-c3ccc(F)cc3)cc2C(=O)NCC2CCCO2)cc1 (centres undefined) | ? | nt

Not all compounds are listed. The share of hits here may be higher or lower than overall.
